MT stabilizer: microtubule stabilization, imaging screen | HeLa tubulin immunostaining HCS, 24 h; share of cells brighter than vehicle mean+2SD | % tubulin-high responders, % at 10 µM | hit rate 0.83% among 200,000 | AID 2205;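 active = plate Z-score above 3 for both tubulin-high and condensed-nucleus cell shares, with cell loss under 80%, at 10 µM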;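 also: anti alpha tubulin signal scored within the nucleus-defined area of each cell; some results filed as inactive read as strong as hits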
P. falciparum M17LAP: P. falciparum M17LAP inhibitors, primary screen, biochemical, fluorogenic H-Leu-NHMec substrate, 1536-well (AID 1619); recombinant M17LAP, H-Leu-NHMec fluorogenic kinetic assay; higher % means a stronger effect; inhibition, % at 30 µM, or IC50 in µM where a hit was titrated; hit rate 0.38% among 220,000;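 active = compound inhibiting the enzyme by more than half at any dose during confirmatory dose-response retesting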;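 also: plate controls were full reaction with DMSO carrier for no effect and no enzyme background for full effect; strong numbers were not always called active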
P. falciparum M1AAP: P. falciparum M1AAP inhibitors, biochemical, fluorogenic H-Leu-NHMec substrate, 1536-well (AID 1445); recombinant M1AAP, H-Leu-NHMec fluorogenic kinetic assay; higher % means a stronger effect; inhibition, % at 30 µM, or IC50 in µM where a hit was titrated; hit rate 0.42% among 220,000;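 active = primary inhibition above the hit cutoff, then over 50% inhibition at one or more dose response concentrations, cut at about 23% in these data, passing the limit was not always enough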;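 also: plate controls were DMSO full reaction for no effect and no enzyme background for full effect; strong numbers were not always called active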
bCat nuc transl: modulators of beta-catenin nuclear translocation. HeLa beta-catenin nuclear translocation, immunofluorescence imaging. hit rate 0.3% among 190,000. nuclear translocation activity, % at 5 µM;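 active = nuclear translocation activity above 50% at 5 µM, with a well cell count of 50 or more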;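 also: per-cell ratio of nuclear to cytoplasmic median beta-catenin stain intensity; plate controls were DMSO negative control for no effect and GSK-3 inhibitor IX positive control for full effect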
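Technique: fluorescence imaging of beta-catenin antibody stain plus DAPI / Material: human HeLa cell line / Incubation: compound treatment 24 h, 37°C, 5% CO2 / Read-out basis: % activation of per-cell nuclear versus cytoplasmic median beta-catenin signal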
Dynein cargo inh: dynein cargo transport inhibition; 3617.4 mouse cells, GR-EGFP nuclear translocation imaging; test concentration mostly 20 µM; stimulated with dexamethasone, 1 µM; active compounds read low; z-score, hits read low; hit rate 0.47% among 220,000;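 active = plate z-score of nuclear minus cytoplasmic receptor signal below a set negative limit, without overly bright fluorescence or cell loss, cut at about -3.5 in these data, passing the limit was not always enough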;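 also: z-score of nuclear minus cytoplasmic ring GR-EGFP intensity difference per well; some compounds called inactive have numbers as strong as hits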
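medium = tetracycline-free induction medium containing charcoal-stripped FBS | probe or stimulus = dexamethasone, 1.0 µM final | timing = 48 h induction, then 1 h compound, then 30 min agonist, 37 °C | detection = automated 10x imaging of fixed Hoechst-stained cells | read-out basis = nuclear versus cytoplasmic GR-EGFP signal, averaged per well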
Yfh1-off respiration: enhancers of respiration in Yfh1-depleted yeast, dose response, Friedreich's ataxia, plus single-dose screen (AID 1465); S. cerevisiae Yfh1-off respiration, WST-1 reduction, 72 h; higher fold induction means a stronger effect; one-dose fold induction at 50 µM; EC50 in µM for titrated hits; hit rate 0.074% among 220,000;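 active = fold induction of absorbance versus untreated yeast above a set limit, then at least 30% activation at any dose in follow-up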;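 also: activators that raise dye reduction in frataxin-depleted yeast; strong numbers were not always called active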
WT yeast gro inh: growth inhibition of WT yeast, mitochondrial fusion screen; mitochondrial fusion phenotypic screen, WT strain; inhibition, % at 10 µM; hit rate 2.1% among 190,000; in the data active = inhibition above about 58%; tested in S. cerevisiae
T cell HTS: modulates CD8 T cell binding to vesicles; calls only at 7 µM; 2C CD8+ T cell-vesicle binding, flow cytometry; active compounds read low; hit rate 0.068% among 330,000;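 active = response, share of CD8 T cells binding vesicles, and their 90th percentile fluorescence all below set limits, cut at about 80% in these data, passing the limit was not always enough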
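Read-out – percent CD8+ FL2 mean versus row control · System – murine 2C transgenic CD8+ T lymphocytes · Times – 1.5 h cell–vesicle binding at 37 °C, then 20 min icy labelling · Control set – naked vesicles low, QL9 vesicles with vehicle high · Detection – cytometric PE anti-B7-1 and Alexa647 anti-CD8 signals after 1% paraformaldehyde fixation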
Autophagy HCS: autophagy modulation, high-content screen. MEF GFP-LC3 puncta imaging; test concentration mostly 10 µM. calls only at 10 µM (by protocol). hit rate 0.98% among 190,000. AID 463193;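 active = percentage of spot-positive cells more than 3 SD above its plate mean, without a fluorescence outlier flag or 80% toxicity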;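 also: spot-positive cell cutoff set from DMSO-treated cells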
WT yeast gro inh mutant strain: second read-out of WT yeast gro inh, no call of its own (marks repeat the call); inhibition, %; mitochondrial fusion phenotypic screen, mutant strain inhibition
Dynein cargo inh cytoplasmic EGFP: further read-out of Dynein cargo inh, marked with its call; z-score; measured here: cytoplasmic GR-EGFP intensity; active compounds read high
Dynein cargo inh nuclear GR-EGFP: second read-out of Dynein cargo inh, no call of its own (marks repeat the call); z-score; measured here: nuclear GR-EGFP intensity;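 lower value marks the stronger effect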
Dynein cargo inh cell count: recorded beside Dynein cargo inh, whose call it bears; z-score; measured here: cell count per field
bCat nuc transl cell count 5 µM: recorded beside bCat nuc transl, whose call it bears; cell count; measured here: cell count, cytotoxicity flag
T cell HTS vesicle-bound %: recorded beside T cell HTS, whose call it bears; double positive events, %; measured here: CD8+ vesicle-bound cell fraction;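 binding gate set so that unloaded-vesicle control wells show 10% double positive cells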
MT stabilizer Hoechst-high %: second read-out of MT stabilizer, no call of its own (marks repeat the call); % Hoechst-high responders; measured here: nuclear condensation Hoechst responders;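 share of cells brighter than vehicle mean plus two SD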
MT stabilizer cytotoxicity %: recorded beside MT stabilizer, whose call it bears; toxicity, %; measured here: cytotoxicity by cell density;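 0% = mean cell density of plate MIN control wells and 100% = no cells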
Autophagy HCS cell loss 18 h: further read-out of Autophagy HCS, marked with its call; toxicity, %; measured here: cell loss, nuclei count;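 cell loss after 18 h compound exposure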
Active calls of the source: *; i = inactive; . = no result given.

SMILES	MT stabilizer	MT stabilizer Hoechst-high %	MT stabilizer cytotoxicity %	P. falciparum M17LAP	P. falciparum M1AAP	bCat nuc transl	bCat nuc transl cell count 5 µM	Dynein cargo inh	Dynein cargo inh cytoplasmic EGFP	Dynein cargo inh nuclear GR-EGFP	Dynein cargo inh cell count	Yfh1-off respiration	WT yeast gro inh	WT yeast gro inh mutant strain	T cell HTS	T cell HTS vesicle-bound %	Autophagy HCS	Autophagy HCS cell loss 18 h
CCO/C=C1\C(=O)N(c2ccccc2)C(=O)c2ccccc21	2.1	1.8	0.1	-16.4%	-1.5%	-0.6	763	-0.164	-0.208	0.209	0.104	i	-3.5	-4.8	i	38.0	i	-1.6
COc1ccc(C2SCCN2C(=S)Nc2ccc(Cl)cc2)cc1 (stereo unspecified)	1.9	1.7	6.6	-5.9%	3.3%	-1.0	1090	-0.351	-0.192	-0.257	-0.379	i	23.7	1.2	i	5.8	i	5.9
COc1cc2nc(=S)n3[nH]c(CCn4nc(C)cc4C)nc3c2cc1OC	4.3	4.4	6.2	26.0%	6.3%	-1.2	1035	-0.316	-0.141	0.0553	0.453	i	-7.3	-12.8	i	50.0	i	17.8
CCNC(=S)N/N=C/c1c(Cl)cccc1Cl	3.0	2.1	2.4	-7.0%	-7.5%	-0.5	960	0.48	-0.289	-0.0738	-0.132	i	24.1	21.1	i	22.9	i	-11.3
CNc1sc(C(=O)c2ccccc2F)c(N)c1-c1nc2ccccc2s1	2.3	0.3	9.2	13.6%	6.4%	12.1	948	-0.414	0.455	-0.145	-0.689	i	20.2	29.6	i	25.7	i	-6.7
CCCOc1ccccc1N/C(=N/c1nc(C)cc(C)n1)NC(=O)COc1ccc(OC)cc1	1.8	1.9	11.2	1.3%	5.3%	.	.	0.574	0.00172	0.0401	-0.365	i	0.4	-4.8	i	27.8	i	3.6
COc1cc(C(=O)NCc2ccc(-n3cccc3)cc2)cc(OC)c1OC	2.2	3.4	7.6	8.2%	4.9%	0.6	1085	-0.125	-0.17	-0.0198	-0.064	.	4.4	-13.6	i	30.8	i	-5.0
Cc1cc2nc(SCC(=O)O)nc(C)c2cc1C	2.7	1.5	4.9	21.6%	13.9%	-5.3	1210	-0.714	1.39	0.202	0.841	i	-6.7	-0.7	i	19.6	i	-2.9
O=C(CNC1CC1)Nc1cc(C(F)(F)F)ccc1Cl	.	.	.	1.3%	5.0%	1.1	1090	0.155	-0.196	0.262	-0.571	i	.	.	i	51.0	.	.
COC(=O)N1CCN(c2ccc(C)cc2)C(C)C1 (stereo unspecified)	7.5	3.0	7.0	0.3%	-1.4%	-4.1	1087	0.348	-0.339	0.44	0.0302	i	-7.5	-1.6	i	37.6	i	9.7
CCN(c1ccccc1)S(=O)(=O)c1ccc(Cl)c(NC(=O)CSc2n[nH]c(N)n2)c1	3.8	2.4	4.8	8.3%	2.8%	-3.0	1105	0.023	-0.288	-0.209	0.98	i	-17.4	0.7	i	37.9	i	2.8
O=C(NNS(=O)(=O)c1ccc2ccccc2c1)c1cc(-c2ccccn2)nc2ccccc12	2.9	3.2	1.3	10.1%	5.6%	-2.4	484	-0.491	-0.323	-0.608	1.34	i	44.0	0.4	i	63.9	i	9.6
CN=C1c2cc3c(Br)c(OC)ccc3n2CCN1C	1.8	1.2	6.1	22.5%	4.3%	.	.	-0.344	-0.264	0.0191	0.312	i	-19.3	-15.2	i	26.9	i	-8.7
Cc1c(NC(=O)C(C)OC(=O)c2sc3ccccc3c2Cl)c(=O)n(-c2ccccc2)n1C (stereo unspecified)	2.5	3.3	5.6	-9.9%	3.1%	1.6	974	-0.426	-0.115	-0.504	0.537	i	-18.6	-14.8	i	24.1	i	5.4
CSc1nsc(SCC(=O)Nc2cccc(C(C)=O)c2)n1	5.6	3.6	9.9	5.0%	4.5%	0.2	1091	-0.245	-0.302	0.181	-0.0872	i	14.8	18.6	i	30.6	i	21.3
C/C(=N\NC(=O)COc1ccccc1)c1ccc(O)cc1	4.3	2.3	8.6	16.8%	5.3%	-1.6	1066	-0.38	-0.332	-0.11	0.506	i	-16.9	-1.0	i	22.5	i	-21.9
Cc1ccc(Nc2c(-c3ccccc3)nc3cnccn23)cc1	3.4	2.3	10.6	-8.8%	-2.7%	-0.3	1083	-0.681	-0.276	-0.353	0.0995	i	-10.4	-13.9	i	41.0	i	6.1
O=C1CCCc2c1cc(C(=O)NCc1ccco1)c(=O)n2-c1ccccc1	5.0	2.4	5.0	10.4%	4.2%	-0.9	1176	0.591	-0.0551	1.18	-1.63	i	-23.9	-30.5	i	19.2	i	-23.3
COc1cccc(-c2nnc(NC(=O)C(C)C)o2)c1	8.7	3.5	5.9	-9.4%	3.1%	-2.4	1132	0.243	-0.123	0.16	0.153	i	-3.8	3.9	i	39.8	i	1.9
CC(/C=N/NC(=O)NC1CCCCC1)=C\c1ccccc1	4.0	1.5	5.7	-3.9%	-1.7%	1.9	1051	0.653	-0.354	0.59	0.367	i	43.1	30.2	i	46.8	i	1.2
CCSc1cc(N2CCCC2)nc(-c2ccccc2)n1	4.7	2.8	6.2	-12.7%	-2.7%	-0.7	899	-0.0643	-0.197	-0.231	0.932	i	.	.	i	70.0	i	-39.9
CCOc1ccc(CCNC(=O)c2[nH]c(C)c(C(C)=O)c2C)cc1OCC	4.4	2.2	1.7	1.1%	6.7%	-0.7	1097	-0.646	-0.365	-0.236	0.812	i	-11.6	-6.5	i	20.4	i	4.4
CC1CCCN(c2ccc(N)cc2C(N)=O)C1 (stereo unspecified)	4.5	1.7	13.4	-2.5%	0.8%	-1.3	1067	0.927	-0.326	-0.267	0.0073	i	-6.0	-0.5	i	57.3	i	-10.6
CCn1c(CNC(=O)COc2ccc(C(C)C)cc2)nnc1SCC(=O)Nc1ccccc1	1.2	1.0	5.8	5.9%	-11.1%	.	.	0.0286	-0.142	0.164	0.732	i	10.7	-1.0	i	58.9	i	-2.3
CCOC(=O)N1CCC(NC(=O)c2cccc3c2C(=O)N(c2ccc(OC)cc2)C3)CC1	4.9	1.9	12.5	4.5%	11.0%	.	.	0.848	0.386	0.818	-0.945	i	-5.3	-2.5	i	47.6	i	2.9
CC1CCCC(NC(=O)COC(=O)c2ccccc2Sc2ccccc2C#N)C1C (stereo unspecified)	2.5	2.7	6.5	3.3%	-0.3%	-2.0	1095	0.104	-0.209	-0.223	0.58	i	3.6	-17.7	i	44.3	i	12.7
COc1cc(C2NC(=O)C(C#N)=C(S)N2c2ccccc2)ccc1OC(C)C (stereo unspecified)	2.5	1.8	1.4	14.1%	-0.3%	-2.6	1234	-2.68	-0.0899	-1.23	0.207	i	-19.1	-9.6	i	31.9	i	3.6
Cc1ccc(S(=O)(=O)N2CCN(C(=S)NCCc3ccccc3)CC2)cc1	1.5	2.0	0.7	-21.6%	0.4%	-0.1	1032	-0.361	-0.221	-0.557	0.418	i	9.8	-4.0	i	55.1	i	-7.8
COCCN1Cc2cccc(C(=O)Nc3cc(OC)ccc3OC)c2C1=O	4.5	2.5	13.7	-7.7%	2.7%	.	.	0.362	-0.203	0.544	0.174	.	-19.7	2.2	i	46.4	i	-8.4
O=C1NC2(Nc3ccccc31)C(=O)Nc1ccccc12 (stereo unspecified)	4.6	2.3	5.8	-38.7%	6.2%	-0.6	1032	1.67	-0.228	1.01	0.378	i	0.2	-5.5	i	22.4	i	-7.4
N#Cc1sc2nc(N3CCCCC3)c3c(c2c1N)CCCC3	6.8	3.4	19.2	-9.6%	1.1%	-5.2	591	-0.18	-0.266	0.204	-0.967	i	72.8*	4.0*	i	12.7	i	-6.2
O=C(NCC(c1ccco1)N1CCN(c2ccccc2)CC1)OCc1ccccc1 (stereo unspecified)	6.1	2.1	6.7	6.5%	-2.1%	2.9	1005	2.95	-0.308	1.84	0.183	i	40.3	7.7	i	34.0	i	-57.9
CC(C)CCNC(=O)C(c1ccco1)N(CC1CCCO1)C(=O)Cn1nnc2ccccc21 (stereo unspecified)	2.5	1.4	7.5	-2.5%	5.2%	1.5	541	-0.499	-0.172	0.297	-0.648	i	-8.2	-11.4	i	50.0	i	2.2
c1ccc(-c2oc3ncnc(N4CCOCC4)c3c2-c2ccccc2)cc1	1.9	1.7	0.9	3.5%	0.7%	.	.	-0.0871	-0.27	-0.115	-0.0713	i	2.8	13.9	.	.	i	-1.3
Cc1cc(CN(C)Cc2ccc(OCC(O)CN(C)Cc3ccccc3)cc2)on1 (stereo unspecified)	3.1	1.8	10.5	-1.1%	1.4%	0.0	1130	1.27	-0.287	0.939	-0.963	i	5.4	8.4	i	39.5	i	-9.8

The order is random. About 4.4% of those tested had a hit in this group.
